Assay outcomes from PubChem.
hDAT+cocaine = changed human dopamine transporter uptake under cocaine IC80. Q01959. LLC-PK1 hDAT cells, [14C]-dopamine uptake with cocaine IC80; actives deviate in either direction. B-score at 10 µM. hit rate 1.3% among 110,000. AID 449768;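 active = Z score or B-score, a plate-position-corrected score, falls beyond the plate's 99.7% confidence bounds, in either direction; inactive = both scores lie inside the 99.7% bounds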;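 note: scored against the spread of the other compound wells on the same plate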
Target sequence (Q01959 whole entry, looked up): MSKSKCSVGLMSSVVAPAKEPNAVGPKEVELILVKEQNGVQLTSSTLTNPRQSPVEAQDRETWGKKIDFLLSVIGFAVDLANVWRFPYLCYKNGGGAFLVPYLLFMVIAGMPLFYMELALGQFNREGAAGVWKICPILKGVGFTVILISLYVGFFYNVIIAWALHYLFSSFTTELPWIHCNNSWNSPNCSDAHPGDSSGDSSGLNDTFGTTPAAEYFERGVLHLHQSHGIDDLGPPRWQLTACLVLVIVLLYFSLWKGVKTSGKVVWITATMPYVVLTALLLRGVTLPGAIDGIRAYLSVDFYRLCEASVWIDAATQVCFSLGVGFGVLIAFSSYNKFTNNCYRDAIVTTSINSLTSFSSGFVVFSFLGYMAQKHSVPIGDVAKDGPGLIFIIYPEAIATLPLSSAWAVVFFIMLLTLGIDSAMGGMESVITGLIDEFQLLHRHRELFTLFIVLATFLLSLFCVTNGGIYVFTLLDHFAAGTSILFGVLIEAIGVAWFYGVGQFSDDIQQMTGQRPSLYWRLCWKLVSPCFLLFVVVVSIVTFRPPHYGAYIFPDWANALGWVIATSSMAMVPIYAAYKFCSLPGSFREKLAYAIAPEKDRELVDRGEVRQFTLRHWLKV
The depositor's hits bear a star.

SMILES | hDAT+cocaine
C/C=C(\C)C(=O)NCCN1C2=NC[C@H](Cc3ccccc3)N2C[C@@H]1Cc1ccc(OC)cc1 | -0.83
COc1ccc(CN2[C@@H](CC(=O)O)c3ccc(C(F)(F)F)cc3S2(=O)=O)cc1 | -0.9
CCCCC1=CC2=CC(=O)C(C)(OC(=O)CC)C(=O)C2=CN1CCCOC(C)C (configuration not stated) | 0.41
COc1ccc(-c2ccoc2)cc1[C@H]1[C@H]2C=CC[C@@H](C)[C@@H]2C(=O)N1Cc1ccccc1 | -0.17
CCCC[C@@H]1CNC(=S)N1CC1CCCCC1 | -0.56
C[C@@H]1C=C(C(=O)N2CCOCC2)O[C@H](OCc2ccc(CO)cc2)C1 | -0.45
O=C(OCc1cn(Cc2ccccc2)nn1)c1ccccc1 | -0.34
COc1cc(C(=O)NNc2nc3cc4c(cc3s2)OCO4)cc(OC)c1OC | 1.4
CCN1CCN(Cc2ccc(NC(=O)c3cc(NC(=O)C4=NN(c5ccccc5)C(=O)C4)cc(OC)c3)cc2C(F)(F)F)CC1 | 1.1
O=c1ccn(Cc2ccccc2)cc1 | -0.31
C[C@H]1CCC[C@@]2(O[C@@H](CCO)C[C@H](O)[C@H]2O)O1 | -0.76
NC(=O)CC(NC(=O)c1ccccc1)c1ccc(N2CCC(Br)CC2)c([N+](=O)[O-])c1 (configuration not stated) | 0.3
Cc1cc(O)c2c(c1)C(O)(C1OC(CO)C(O)C(O)C1O)c1cccc(O)c1C2=O (configuration not stated) | 0.64
Cn1c(=O)[nH]c(=O)c2c1nc(CN1CCN(c3ccccc3F)CC1)n2CCc1ccccc1 | 0.29
COc1ccc(C2=CC(=O)CC(c3ccc(F)cc3)C2)cc1 (configuration not stated) | 1.2
CCC(Sc1ccc(Cl)cc1)C(=O)Nc1nnc(-c2cccc([N+](=O)[O-])c2)s1 (configuration not stated) | 1.4
CC(C)C[C@H](NC(=O)c1nc[nH]c1C(=O)N1CCN(c2ccccc2)CC1)C(=O)OCc1ccccc1 | 0.38
CC(Oc1ccccc1)C(=O)N1CCC2(CC1)Oc1ccc(F)cc1C(=O)C21CC(c2ccccc2)=NO1 (configuration not stated) | -0.8
CCCc1nc2c(C)cc(-c3nc4ccccc4n3C)cc2n1Cc1ccc(-c2ccccc2C(=O)O)cc1 | 3.9*
O=c1cc[nH]c2cc(Cl)ccc12 | 0.077
COc1ccccc1C(=O)Nc1nc(-c2ccc3c(c2)OCCO3)cs1 | -0.78
COc1ccnc(CS(=O)c2nc3cc(OC(F)F)ccc3[nH]2)c1OC (configuration not stated) | 0.23
COC(=O)CN1C(=O)[C@@H]2[C@H](C1=O)[C@@H]1CC(C(=O)OC)=C[C@@H](C(=O)OC)[C@@H]3C1=C(C(=O)[C@@]3(C)NC(=O)c1ccccc1)[C@@H]2C | 0.81
O=C(O)C1CCCNC1 (configuration not stated) | 0.15

Next section; it opens with the 4 that closed the last part.
SMILES | hDAT+cocaine
COc1ccccc1C(=O)Nc1nc(-c2ccc3c(c2)OCCO3)cs1 | -0.78
COc1ccnc(CS(=O)c2nc3cc(OC(F)F)ccc3[nH]2)c1OC (configuration not stated) | 0.23
COC(=O)CN1C(=O)[C@@H]2[C@H](C1=O)[C@@H]1CC(C(=O)OC)=C[C@@H](C(=O)OC)[C@@H]3C1=C(C(=O)[C@@]3(C)NC(=O)c1ccccc1)[C@@H]2C | 0.81
O=C(O)C1CCCNC1 (configuration not stated) | 0.15
Nc1c(Cl)cc(-c2csc(N3CCCC3c3nc4cc(Cl)c(N5CCCCC5)cc4n3CCOCCO)n2)cc1Cl (configuration not stated) | -0.37
CCC(=O)OC1(C)C(=O)C=C2C=C(CCCC(=O)OC)OC=C2C1=O (configuration not stated) | -0.93
CC(C)(C)[C@H]1C=C(C(=O)N2CCN(Cc3ccccc3)CC2)O[C@@H](OCCCCO)C1 | 0.33
Brc1ccccc1-n1nnc(-c2ccnc3ccccc23)n1 | 0.16
NC(=O)[C@H]1CC2(CC(c3cccc(NC(=O)[C@H]4CCC(=O)N4)c3)=NO2)CN1C(=O)c1ccccc1C(=O)c1ccccc1 (some centres not stated) | -0.8
CC(C)(C)[C@H]1C=C(C(=O)Nc2ccccc2)O[C@@H](OCc2ccc(CO)cc2)C1 | -0.0079
Cc1ccc(S(=O)(=O)N2CCC(=O)N(CCOC(=O)Nc3ccc(C)c(C)c3)CC2)cc1 | 2.4
O=C(NC1CC1)C1=C[C@@H](c2ccccc2)C[C@@H](OCCCCO)O1 | -0.43
NC(=O)[C@H]1CC2(CC(c3cccc(NC(=O)COc4ccc(Cl)cc4)c3)=NO2)CN1C(=O)C(c1ccccc1)c1ccccc1 (some centres not stated) | 0.54
Cc1ccc(N2C(=O)N(CC(=O)C(C)(C)C)c3ccccc3S2(=O)=O)cc1 | -1.3
C=CCOC(=O)C1=C[C@H](c2ccc(Br)cc2)C[C@H](OCCCCO)O1 | -0.24
COc1ccc([C@H]2/C=C\CN(S(=O)(=O)c3ccc(C)cc3)[C@@H](C)C(=O)N2Cc2ccc(F)cc2)cc1 | 1.2
COc1ccc(/C=C/c2c(-c3cccc(C)c3)oc3ccc(N4CCOCC4)cc23)cc1 | -0.54
O=c1c(O)c(-c2ccc(O)cc2)oc2cc(O)cc(O)c12 | -0.22
CCOc1ccc(NC(=O)CC2C(=O)N(c3ccc(OC)cc3)C(=O)N2Cc2ccc(OC)cc2)cc1 (configuration not stated) | 0.31
O=C(Cn1cnc2c(nnn2-c2ccccc2)c1=O)NCc1ccc(F)cc1 | -0.4
CN1C[C@@H]2C(c3ccccc3)C3(c4ccccc4)CC2(C3)[C@H]1c1ccccc1 (some centres not stated) | -1.4
O=C(CCS(=O)(=O)c1ccccc1)Nc1nc(-c2cccs2)cs1 | -0.015
C=C1CCN(c2ccc(C(=O)NCc3ccc(OC)cc3)cc2[N+](=O)[O-])CC1 | -0.28
NCCCC[C@H]1CNC(=O)C(=O)N1CC1CCCCC1 | -0.35
COc1ccc2nc(Nc3nc(CSc4nc5ccccc5s4)cc(=O)[nH]3)nc(C)c2c1 | -0.99
Nc1cc(=O)[nH]c(=O)n1CC1CC1 | 0.96
CCOC(=O)CN1C(=O)N[C@@H](c2cccc(C(F)(F)F)c2)[C@@H](C(=O)OC)[C@H]1C | -0.086
Cc1ccc(SC[C@H](CC(C)C)N2CCN(C)CCC2=O)cc1 | 0.56
C=CCN1c2ccccc2[C@]23C[C@@H](C(=O)OC)N(C(=O)NC4CCCC4)C2=NC(C(=O)OC)=C(C(=O)OC)[C@H]13 | 0.97
COc1cc(O)c(C(CCN2CCOCC2)c2ccc3c(c2)OCO3)c(OC)c1 (configuration not stated) | -0.22
CC(=O)NC(Cc1c[nH]c2ccccc12)C(=O)O (configuration not stated) | -0.32
COc1ccc(CNC(=O)c2ccc(N3CCC4(CC3)CC(c3ccc(Cl)cc3)=NO4)c(NC(=O)c3ccccc3)c2)cc1 | -0.15
COC(=O)C1=C(C)N(CCCC(=O)O)C(=O)NC1c1ccccc1OS(=O)(=O)c1ccc([N+](=O)[O-])cc1 (configuration not stated) | -0.14
C=C1CCN([C@@H](Cc2ccccc2)C(=O)NCc2ccccc2)S(=O)(=O)c2ccccc21 | 1.2
COc1cc(C(CC(=O)N2CCCC2)c2c(OC)cc(OC)c3c(-c4ccccc4)cc(=O)oc23)cc(OC)c1OC (configuration not stated) | 2.7*
Cc1ccc(CNC(=O)C(=O)NCC2OCCN2S(=O)(=O)c2cccs2)cc1 (configuration not stated) | -0.57
O=C(O)C1=CCNCC1 | -0.59
CC(C)C[C@H](NC(=O)c1nc[nH]c1C(=O)NC(c1ccccc1)c1ccccc1)C(=O)OCc1ccccc1 | -0.051
COc1ccc2nc3ccccc3nc2c1 | 0.27
COc1cc(C(CCN2CCCCC2)c2c(OC)cc(OC)c3c(-c4ccccc4)cc(=O)oc23)cc(OC)c1OC (configuration not stated) | 1.1
O=c1oc2cc(O)ccc2c2oc3cc(O)ccc3c12 | -1.3
CC(C)(C)[C@H]1C=C(C(=O)N2CCN(Cc3ccccc3)CC2)O[C@@H](OCc2ccc(CO)cc2)C1 | 1.6
CCOC(=O)N1C2=NC(C(=O)OC)=C(C(=O)OC)[C@@H]3N(C)c4ccc(OC)cc4[C@]23C[C@H]1C(=O)OC | 1.6*
CN1C(C(=O)NCc2cccc(Br)c2)CC2Cn3c(nc4ccccc43)C21 (configuration not stated) | 0.25
O=C(NCc1nc2ccccc2[nH]1)C1=C[C@H](c2ccccc2)C[C@H](OCc2ccc(CO)cc2)O1 | 1.5
c1cc(CN2CCCCC2)cc(OCCCNc2nc3ccccc3s2)c1 | -0.22
CC(=O)O[C@H]1CC[C@@]2(C)C(=CC[C@H]3[C@@H]4CC[C@H](C(C)=O)[C@@]4(C)CC[C@@H]32)C1 | -0.53
C=CCCN(C1CCCC1)S(=O)(=O)c1ccccc1Br | 1.7
O=C(c1cccc(Cl)c1)N1CCC(=O)N(C(CO)Cc2ccccc2)CC1 (configuration not stated) | -0.05
Cc1ccc(SC[C@H](c2ccccc2)N2CCN(CCc3ccccc3)CCC2=O)cc1 | 0.77
COc1cc(CCc2ccc3c(c2)OCO3)oc(=O)c1 | 1.8
COC(=O)[C@@H]1[C@@H](C)N(Cc2ccccc2)C(=O)N[C@H]1c1cccc(C(F)(F)F)c1 | -0.58
CCN1CCN(Cc2ccc(NC(=O)c3cc(NC(=O)c4ccc5n[nH]nc5c4)cc(OC)c3)cc2C(F)(F)F)CC1 | 0.51
C=C(C)c1sc(-c2ccc(Cl)cc2)nc1C | -0.57
CCO[C@@H]1OC(C(=O)NC2CC2)=C[C@H](c2ccc(Br)cc2)[C@H]1CCCO | 0.65
CN1CCN(C(=O)C2=C[C@H](c3coc4ccccc4c3=O)C[C@H](OCc3ccc(CO)cc3)O2)CC1 | 1.3
CC(C)c1onc(C(=O)N2CCN(Cc3ccccc3)CC2)c1[N+](=O)[O-] | 0.16
O=C(/C=C/c1ccc2c(c1)OCO2)c1ccc(F)cc1 | -1
Cc1cc(-c2cc(-c3ccc(Cl)cc3)on2)nc(NC2CCCC2)n1 | -0.73
COc1ccc(-c2ccncc2)cc1OC | -0.72
C#CCOCCOCCOCCNc1nc(N2CCN(C(=O)C([C@@H](C)CC)n3cc(C(N)CC(C)C)nn3)CC2)nc(N2CCN(C(=O)[C@H](CCC(=O)O)n3cc(C(N)Cc4ccc(O)cc4)nn3)CC2)n1 (some centres not stated) | -0.24
C#CCOCCOCCOCCNc1nc(N2CCN(C(=O)[C@H](Cc3cc4ccccc4[nH]3)n3cc([C@@H](N)CC(C)C)nn3)CC2)nc(N2CCN(C(=O)[C@H](Cc3cc4ccccc4[nH]3)n3cc([C@@H](N)CC(C)C)nn3)CC2)n1 | 0.065
CN(C[C@H](Cc1ccccc1)N(C[C@@H](Cc1cccc2ccccc12)N(CCc1ccccc1)N=O)N=O)N=O | 0.34
Cn1c(N)c(C(=O)COC(=O)c2cc(-c3ccccc3)nc3ccccc23)c(=O)n(C)c1=O | 1.6

Exported with the structure last: 2 of the compounds above
| hDAT+cocaine | smiles |
| --- | --- |
| -0.24 | C#CCOCCOCCOCCNc1nc(N2CCN(C(=O)C([C@@H](C)CC)n3cc(C(N)CC(C)C)nn3)CC2)nc(N2CCN(C(=O)[C@H](CCC(=O)O)n3cc(C(N)Cc4ccc(O)cc4)nn3)CC2)n1 (some centres not stated) |
| 0.065 | C#CCOCCOCCOCCNc1nc(N2CCN(C(=O)[C@H](Cc3cc4ccccc4[nH]3)n3cc([C@@H](N)CC(C)C)nn3)CC2)nc(N2CCN(C(=O)[C@H](Cc3cc4ccccc4[nH]3)n3cc([C@@H](N)CC(C)C)nn3)CC2)n1 |

(cont.)
SMILES | hDAT+cocaine
CCC/C=C1/CCCOC(C(=O)NCc2cc(C)n(C)n2)(C(F)(F)F)C1 (configuration not stated) | -0.45
C=C[C@H]1[C@H](OC2OC(CO)C(O)C(O)C2O)OC=C(C(=O)OC)[C@H]1C[C@H]1CC(=O)C[C@H](CC(=O)CCc2ccc(O)cc2)O1 (some centres not stated) | 0.81
COc1ccc(C(=O)/C=C/c2ccc(O)cc2)c(O)c1CC=C(C)C | -0.9
CCOC(=O)/C=C/CN(C(=O)OC(C)(C)C)S(=O)(=O)N1CC=CC1 | -1.8e-05
Cc1cc(O)c(C=O)c2c1C(=O)Oc1c(CO)c(O)c3c(c1O2)C(O)OC3=O (configuration not stated) | -0.14
CN1C(C(=O)NCc2cccc(Br)c2)CC2Cn3c(nc4cc(Cl)c(Cl)cc43)C21 (configuration not stated) | 0.86
NC(=O)C(CC(=O)O)NC(=O)[C@@H]1CCCNc2c(I)cc([N+](=O)[O-])cc2C(=O)N[C@@H](CO)C(=O)N[C@@H](Cc2ccc(O)cc2)C(=O)N1 (some centres not stated) | -1
C/C=C/c1cc(OC)c2c(c1)[C@H](C)[C@@H](c1ccc(O)c(OC)c1)O2 | 0.6
CCOc1ccc2c(c1)OC1(CCC(C)C1)CC2=O (configuration not stated) | 0.85
COc1ccc(/C=C/C(=O)NCCn2c(C)cc3ccccc32)cc1OC | 0.89
CCCCCCN(C(=O)CCCCCN1C(=O)NC(c2ccc(-c3ccccc3)cc2)C(C(=O)OCc2ccccc2)=C1C)C(C(=O)NCCCC)c1ccccn1 (configuration not stated) | 0.22
CC(C)C[C@H]1COCCS(=O)(=O)N1Cc1cccc(Cl)c1 | 1.4
Oc1cc2c(cc1O)C(c1ccccc1)CNCC2 (configuration not stated) | 0.81
C[C@@]12CCC=C[C@H]1[C@H](c1ccc(F)c(/C=C/c3ccccc3)c1)N(Cc1ccccc1)C2=O | 0.0093
CC(C)C[C@H](NC(=O)c1[nH]cnc1C(=O)N[C@@H](C)C(=O)OC(C)(C)C)C(=O)OC(C)(C)C | 1.3
CC(C)C[C@H](NC(=O)c1nc[nH]c1C(=O)NCc1ccccc1)C(=O)OCc1ccccc1 | 0.64
O=C(NCc1ccc2[nH]c3c(c2c1)CCCC3)c1ccc(S(=O)(=O)N2CCCCC2)cc1 | 0.53
CCOC(=O)c1cn(Cc2ccccc2)c(C(=O)OC(C)(C)C)c1O | -0.47
COc1cc(O)c(C(CC(=O)N2CCCC(C)C2)c2ccc(N(C)C)cc2)c(OC)c1 (configuration not stated) | 1.2
Nc1nc2ccc(Cl)cc2c2nc(-c3ccco3)nn12 | -1
CCCCNC(=O)c1onc(CSc2ccc(Cl)cc2)c1C(=O)NCCCC | -0.37

An excerpt, so the mix of outcomes need not match the whole.
